Growth percent in the NCI-60 one-dose screen (48 h, 10 µM unless noted): 100 = growth as untreated, 0 = no growth, -100 = all killed.
SK-MEL-2 – SK-MEL-2 melanoma; actives 4.7% (n = 77,000); AID 1794763
SK-MEL-28 – SK-MEL-28 melanoma. actives 4.1% (n = 81,000)
LOX IMVI – LOX IMVI melanoma | actives 7.4% (n = 79,000)
MDA-MB-435 – MDA-MB-435 melanoma; actives 7.8% (n = 82,000); AID 1794794
SK-MEL-5 – SK-MEL-5 melanoma; actives 6.4% (n = 80,000); AID 1794755
BT-549 – BT-549 breast cancer | actives 4.4% (n = 78,000) | AID 1794793
HS 578T – HS 578T breast cancer; actives 4.1% (n = 78,000); AID 1794788
T-47D – T-47D breast cancer; AID 1794792; actives 5% (n = 79,000)
* = called active by the depositor; x = no result given; & = joins results of further samples; ! = not confirmed by another sample. Rule for the calls: active = growth percent below 10; inactive = the rest. Random draw from the library; about 12% have a hit in one of these screens.

SMILES	SK-MEL-2	SK-MEL-28	LOX IMVI	MDA-MB-435	SK-MEL-5	BT-549	HS 578T	T-47D
O=C(CCc1nnc2sc(=S)[nH]n12)c1nc2ccccc2[nH]1	88	113	102	106	92	95	x	86
O=C(CN1C(=O)/C(=C/c2ccccc2F)SC1=S)N1CCOCC1	99	86	38	94	94	111	104	61
CCCc1cc(-c2ccc(O)c(CCC)c2)ccc1O	51	93	46	84	65	81	83	53
CS(=O)(=O)c1ccc(C(=O)N=Nc2c(O)[nH]c3ccc([N+](=O)[O-])cc23)cc1	107	111	102	103	102	110	110	111
COc1ccc(-c2cc(-c3nnc(SCC(=O)c4ccccc4)o3)c3ccccc3n2)cc1	88	111	95	85	91	86	82	90
CN1CCN(c2ccc3cc(-c4nc5ccccc5[nH]4)c(=O)oc3c2)CC1	105	95	87	99	75	88	96	77
CN1CCC(O)(C(C(=O)O)c2ccccc2)CC1 (centres undefined)	116	113	105	119	x	105	97	117
O=C(NCCCOC(=O)c1ccccc1)c1ccccc1	117	118	95	121	109	117	109	94
CC1=C(C(=O)Nc2cccc(C(F)(F)F)c2)C(c2ccc(Cl)cc2)C2=C(CC(C)(C)CC2=O)N1 (centres undefined)	75	75	63	75	59	81	82	34
CN(C)c1ccc2nc3ccc(=[N+](C)C)c([N+](=O)[O-])c-3sc2c1	47	58	4.0*	42	19	41	37	10
Nc1ccc(Oc2ccccc2)c(Cl)c1	105	106	103	94	96	98	92	87
CC(C(=O)N1CCN(C(=O)Nc2ccccn2)CC1)c1ccc(Nc2ccnc(C(F)(F)F)c2)cc1 (centres undefined)	x	106	95	99	115	92	89	96
CCCCC[C@H](O)C/C=C1/C(=O)C=C[C@@H]1C/C=C\CCCC(=O)O	80	66	6.2*	37	83	55	96	50
CCCCCCCCCCCCCCCCCCCCCC(=O)OCC(F)(F)C(F)(F)C(F)(F)C(F)(F)C(F)(F)C(F)(F)C(F)(F)C(F)(F)C(F)(F)C(F)F	113	109	99	102	101	123	98	93
CN[C@@H]1C(O)[C@@H](O[C@@H]2[C@@H](O)[C@H](O[C@H]3OC(CN)=CC[C@H]3N)[C@@H](N)C[C@H]2N)OC[C@]1(C)O (some centres undefined)	113	107	105	106	105	107	124	104

Whole records from above. Values in the order: SK-MEL-2 | SK-MEL-28 | LOX IMVI | MDA-MB-435 | SK-MEL-5 | BT-549 | HS 578T | T-47D
CCCCC[C@H](O)C/C=C1/C(=O)C=C[C@@H]1C/C=C\CCCC(=O)O as listed: 80 | 66 | 6.2* | 37 | 83 | 55 | 96 | 50
CN1CCC(O)(C(C(=O)O)c2ccccc2)CC1 (centres undefined) as listed: 116 | 113 | 105 | 119 | x | 105 | 97 | 117
O=C(CN1C(=O)/C(=C/c2ccccc2F)SC1=S)N1CCOCC1 as listed: 99 | 86 | 38 | 94 | 94 | 111 | 104 | 61

The list goes on:
SMILES	SK-MEL-2	SK-MEL-28	LOX IMVI	MDA-MB-435	SK-MEL-5	BT-549	HS 578T	T-47D
Cc1nc(NS(=O)(=O)c2ccc(N)cc2)nc(C)c1C	108	114	95	109	103	106	112	95
CC(=O)Oc1ccc(C(=O)O)cc1	117	107	101	118	106	x	114	107
O=C(Nc1ccc(Cl)cc1)c1cc2ccccc2cc1O	7.3*!	45&44	12&37	26&39	0.9*!	23	4.9*!	15&16
O=C(CCN1CCC2CCC(C2)C1)c1ccccc1 (centres undefined)	103&104	107&128	98&93	106&99	106&116	112&109	106	98&106
COc1ccc(N=Nc2nccs2)c(O)c1	64	81	12	59	x	74	85	37
Cc1ccc(-c2nn(-c3ccccc3)cc2/C=C/C(=O)NNC(=O)Nc2ccc(Cl)cc2)cc1	92	100	97	98	104	105	106	89
COc1ccc(N=Nc2c(N)nn3c(-c4ccc(OC)c(OC)c4)c(C#N)c(N)nc23)cc1	92	92	x	78	78	71	68	37
Cc1[nH]c(=O)[nH]c(=O)c1CN1CCCCC1	92	115	95	104	106	97	120	101
CN1c2ccccc2Sc2cc(C3CCC(=O)N3c3ccc(Cl)cc3Cl)ccc21 (centres undefined)	97	95	86	110	80	93	91	64
COc1ccc(-c2nc3c(c(-c4ccc(Cl)cc4)nn3-c3ccccc3)c(-c3ccccc3)c2C#N)cc1	109	108	101	105	100	106	114	94
CC(C)NCC1CCc2cc(CO)c([N+](=O)[O-])cc2N1 (centres undefined)	92	96	102	95	99	109	123	103
Cc1ncc(N)c(CO)c1N	91	105	104	104	100	71	106	88
CCCC(=O)Nn1c(N)cc2ccccc2c1=O	110	110	102	106	104	132	115	111
CCOC(=O)c1ccc(O)c(O)c1	92	102	110	101	107	86	111	115
COc1ccc(-c2cc(-c3cccn3C)c(C#N)c3nnc(C)n23)cc1OC	112	124	89	108	x	91	115	66
O=C1c2cc(Br)ccc2-c2ccc(N3C(=O)c4ccccc4C3=O)cc21	109	112	110	98	101	116	104	98
CN1C=CN(Cc2ccc(-c3ccccn3)nc2)[CH-]1.CN1C=CN(Cc2ccc(-c3ccccn3)nc2)[CH-]1.[Au+3]	46	51	32	31	38	31	79	40
CS(=O)(=O)c1ccc(-n2cc(/C=C/C(=O)c3ccc(NC(=O)CO[N+](=O)[O-])cc3)c(-c3ccccc3)n2)cc1	127	124	116	109	99	109	124	117
O=C1CN(Cc2ccc(C(=O)NO)cc2)C(=O)[C@@H](Cc2c[nH]c3ccccc23)N1	113	110	106	102	108	98	104	87
O=C1C(Cl)=C(SC2=NCCN2)C(=O)c2ccccc21	67	79	18	63	-30*	90	93	50
C=C(C)C(=O)N(C)c1cccc(Br)c1C	103	100	98	95	102	84	96	103
O=C(NCCN1CCOCC1)NCN1C(=O)c2cccc3cccc(c23)C1=O	104	108	99	113	111	100	107	81
N#Cc1ccc(O)c(C2=NCC(C3CCNCC3)O2)c1 (centres undefined)	69	99	77	105	104	90	108	57
O=c1[nH]c2ccc(Cl)cc2c(O)c1C(c1ccc(Cl)cc1)c1c(O)c2cc(Cl)ccc2[nH]c1=O	96	94	86	95	87	89	75	87
COc1ccn2c(C(C)=O)cc(C(=O)c3ccc4c(c3)Sc3ccccc3N4)c2c1	27	47	20	-33*	-40*	56	42	57
C=C1C(=O)O[C@H]2[C@H]1CC/C(COC(=O)c1cc3cc(OC)ccc3[nH]1)=C\CC[C@@]1(C)O[C@@H]21	-76*	-81*	-91*	-92*	x	-55*	-3.9*	-61*
CC1NC(=S)NC(c2cccs2)=C1C(=O)/C=C/Nc1nccs1 (centres undefined)	100	102	92	112	96	75	95	35
c1ccc(-n2cc(COc3ncnc4sc5c(c34)CCCC5)nn2)cc1	109	99	95	100	102	117	100	91
S=C(NCc1ccccc1)Nc1ccccc1	93	104	104	107	108	100	106	120
COc1ccc(/C=C2\N=C(C)N(CCc3ccc(S(=O)(=O)NC(=S)NCc4ccccc4)cc3)C2=O)cc1	92	90	75	74	54	67	86	35
OC(c1ccccc1)(c1ccccc1)c1ccc2ccccc2c1	90	100	106	104	96	101	x	81
CC(=O)c1nc2ccccc2n1CCn1cnc2c(N)ncnc21	x	104	84	113	100	104	105	100
COc1ccc(-c2nc(SCC(=O)Nc3nc(-c4ccccc4)cs3)[nH]c(=O)c2C#N)cc1	90	104	93	101	102	92	78	84
CC(C)C1=C[C@@]23CC[C@H]4C(C)(C(=O)O)CCC[C@]4(C)[C@H]2C[C@@H]1C1=C3C(=O)C=CC1=O (some centres undefined)	94	103	101	104	100	102	93	97
Cc1ccc(N=Nc2c(N)nn3c(-c4ccc(Cl)cc4)c(-c4nc5ccccc5s4)c(N)nc23)cc1	102	101	100	106	101	116	104	93
C1CCN(CC2CCCCN2)CC1 (centres undefined)	115&104	103&104	99	91&113	100&105	x	114&104	103&97
CCOC(=O)c1cnc2ccc(Br)cc2c1Nc1cccc(S(N)(=O)=O)c1	109	109	101	101	89	96	98	81
NS(=O)(=O)c1ccc(NN=Nc2ccc(S(=O)(=O)O)cc2)cc1	105	107	96	106	105	110	107	104
CCCCCCN=C(N)CCCCCCCCCCC(N)=NCCCCCC	38	56	37	39	20	39	27	12
COc1ccc2[nH]c(O)c(N=NC(=O)c3cc(-c4ccc(OC)c(OC)c4)nc4ccccc34)c2c1	116	100	94	115	99	141	109	103
Nc1nc2ccc(Cl)cc2o1	95	119	105	101	111	97	108	100
OC1C2CCC(C2)C1CN1CCCCC1 (centres undefined)	113	102	112	121	105	103	101	107
CCCCCC1(C)NCCO1 (centres undefined)	106	115	107	106	109	102	108	133
O=C(OCc1ccccc1)C(O)c1ccccc1 (centres undefined)	108	114	104	108	92	104	98	105
Cc1cc(O)cc(C)c1SC#N	91	90	85	97	97	94	97	68
CCCc1ccccc1[N+](=O)[O-]	114	107	105	114	96	137	x	112
CC1(C2CCCC2)NC(=O)NC1=O (centres undefined)	105	107	83	112	99	86	100	97
O=C(/C=C/c1cc(-c2ccc3c(c2)OCO3)n[nH]1)c1ccc(Cl)cc1	102	106	92	97	96	104	92	85
COc1cccc(CCC(=O)c2cc3c(N)c(C(=O)Nc4ccccc4)sc3nc2C)c1	42	42	26	-45*	8.9*	45	22	38
O=C1c2ccccc2CCC1[n+]1ccc2ccccc2c1 (centres undefined)	61	118	85	108	101	82	111	53
COC(=O)c1c(C(=O)OC)c2ccc3c4ccccc4ccc3n2c1C(N)=O	117	90	75	93	71	70	91	79
COc1cc(-c2nc(SCC(C)C)nc(Nc3ccc([N+](=O)[O-])cc3[N+](=O)[O-])c2C#N)cc(OC)c1OC	100	106	98	97	93	95	102	70
CC(=O)OCC(=O)[C@@]12OC3(CCCC3)O[C@@H]1CC1C3CCC4=CC(=O)C=C[C@]4(C)[C@@]3(F)[C@@H](O)C[C@@]12C (some centres undefined)	124	107	95	105	x	76	138	108
Nc1nc(N)c(NC(=O)CNc2ccc(C(=O)O)cc2)c(N)n1	102	98	98	105	103	116	103	95
CC(C)C(C(=O)Nc1ccc(O)cc1)N1C(=O)/C(=C/c2ccc(Br)cc2)SC1=S (centres undefined)	93	106	92	99	98	101	100	94
COc1cc(/C=C2\SC(N3CCCCC3)=NC2=O)ccc1OCCCCCCOc1ccc(/C=C2\SC(N3CCCCC3)=NC2=O)cc1OC	2.0*	13	-45*	-48*	10	-37*	7.7*	22
Cc1nn(-c2ccccc2)c2ncn(CC(=O)N/N=C/c3cccc([N+](=O)[O-])c3)c(=O)c12	106	77	73	92	83	90	63	82
COc1ccc(NC(=O)CCn2cnc3c(cc(-c4ccccc4)n3-c3ccncc3)c2=O)cc1	109	110	x	98	105	108	118	111
CC(C)(C)OC(=O)n1cc(-c2nc(-c3c[nH]c4ncccc34)cs2)c2ccccc21	101	118	x	107	102	95	109	83
CN(C)CCN(C)c1ccc2ncc(C#Cc3cncc(C(=O)Nc4ccc(CN5CCN(C)CC5)c(C(F)(F)F)c4)c3)n2n1	85	105	-89*	48	96	111	60	101

2 entries from above, with each value named.
> COc1ccc(NC(=O)CCn2cnc3c(cc(-c4ccccc4)n3-c3ccncc3)c2=O)cc1
  SK-MEL-2: 109
  SK-MEL-28: 110
  LOX IMVI: x
  MDA-MB-435: 98
  SK-MEL-5: 105
  BT-549: 108
  HS 578T: 118
  T-47D: 111
> CC(C)(C)OC(=O)n1cc(-c2nc(-c3c[nH]c4ncccc34)cs2)c2ccccc21
  SK-MEL-2: 101
  SK-MEL-28: 118
  LOX IMVI: x
  MDA-MB-435: 107
  SK-MEL-5: 102
  BT-549: 95
  HS 578T: 109
  T-47D: 83

Next structures follow:
SMILES	SK-MEL-2	SK-MEL-28	LOX IMVI	MDA-MB-435	SK-MEL-5	BT-549	HS 578T	T-47D
C=C1CC[C@@H]2[C@](C)(COC(C)=O)[C@H](OC(C)=O)CC[C@@]2(C)[C@@H]1CC(C1=CCOC1=O)N1CCN(c2cc3c(cc2F)C(=O)C(C(=O)O)CN3C2CC2)CC1 (some centres undefined)	81	96	73	83	24	58	90	42
N#CC(C#N)N=Nc1ccc(S(=O)(=O)N=C(N)N)cc1	104	103	99	105	99	120	105	107
CC/C=C/C(C(=O)OCC)(C(=O)OCC)C(C)CC (centres undefined)	95	112	104	120	110	101	125	118
Cn1c(N)c([C@H]2c3ccccc3Oc3c2c(=O)n(C)c(=O)n3C)c(=O)n(C)c1=O	103	109	90	104	x	105	101	95
Clc1cccc(-c2c[nH]c3ncnc(N4CCOCC4)c23)c1	103	97	97	95	100	95	93	89
Cc1cccc(-n2c(CC#N)n[nH]c2=S)c1	x	97	103	93	104	107	103	90
COc1ccc(-c2cc(C(=O)N3CC(C)OC(C)C3)on2)cc1OC1CCCC1 (centres undefined)	92	85	91	34	82	79	86	x
O=C(N/N=C/c1c(Cl)cccc1Cl)c1ccccc1Nc1ccnc(C(F)(F)F)c1	70	84	62	83	41	x	83	52
CN(Nc1ccccc1)C(=O)C1CCC(=O)N1C (centres undefined)	109	105	95	104	109	106	100	105
CN(C)C=NCCc1ccccc1	114	101	99	98	100	102	99	98
O=C(CSc1nc2sc3c(c2c(=O)n1-c1ccc(Cl)cc1)CCCC3)NN1C(=O)CCC1=O	114	106	104	109	102	117	96	105
O=C(Cn1cc(CSc2nnc3oc4ccccc4n23)nn1)Nc1ccc(Br)cc1	72	90	55	98	92	92	20	70
COC(=O)[C@]1(C)N[C@H](c2cn(-c3ccccc3)nc2-c2ccccc2)[C@@H]2C(=O)N(c3ccc(OC)cc3)C(=O)[C@@H]21	100	113	102	110	107	84	109	98
